# Assay outcomes: PubChem, several laboratories
# M. tuberculosis GlmU: inhibition of mycobacterial GlmU enzyme – biochemical, glucosamine-1-phosphate acetyltransferase (AID 1376); M. tuberculosis GlmU acetyltransferase enzyme assay; higher % means a stronger effect; inhibition, %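 (tested at 30 µM in the primary screen)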, or IC50 in µM where a hit was titrated; hit rate 0.25% among 220,000; in the data active means inhibition above about 13%;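 further: 0% = complete reaction with vehicle and 100% = reaction without substrate; strong numbers were not always called active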
# Mtb RmlCD inh: M. tuberculosis RmlC/RmlD inhibition | P9WH09+P9WH11 | RmlC+RmlD coupled enzyme assay, percent inhibition; primary screen in compound mixtures | inhibition, % at 3.6 µM | hit rate 0.03% among 160,000; in the data active means inhibition mostly above about 34%, no sharp cut-off; further: some results filed as inactive read as strong as hits
# Target sequence (P9WH09 whole entry, looked up): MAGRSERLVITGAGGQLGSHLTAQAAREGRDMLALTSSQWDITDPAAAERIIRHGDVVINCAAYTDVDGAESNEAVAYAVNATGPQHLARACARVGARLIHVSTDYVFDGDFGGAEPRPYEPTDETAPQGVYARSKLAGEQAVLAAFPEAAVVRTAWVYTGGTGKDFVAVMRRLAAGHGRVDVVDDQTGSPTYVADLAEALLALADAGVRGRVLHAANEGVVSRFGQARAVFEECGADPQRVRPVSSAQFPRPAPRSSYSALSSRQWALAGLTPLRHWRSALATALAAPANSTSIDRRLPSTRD
# Target sequence (P9WH11 whole entry, looked up): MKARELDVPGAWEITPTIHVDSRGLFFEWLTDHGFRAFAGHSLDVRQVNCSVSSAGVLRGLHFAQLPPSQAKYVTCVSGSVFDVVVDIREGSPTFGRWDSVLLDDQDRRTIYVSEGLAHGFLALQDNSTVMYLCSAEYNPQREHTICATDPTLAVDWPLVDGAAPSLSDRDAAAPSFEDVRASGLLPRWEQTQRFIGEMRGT
# The depositor's hits bear a star; . = no result given. Only part of the results is shown. The share of hits here may be higher or lower than overall.
SMILES,M. tuberculosis GlmU,Mtb RmlCD inh
O=c1cc(CSc2nnc(NC3CCCCC3)s2)nc2sccn12,-1.7%,8.2
CCOc1cc(C(=O)Nc2nnc(CC)s2)ccc1OCC(=O)N1CCOCC1,-1.7%,2.9
COc1ccccc1-c1cc(C(F)(F)F)nc(S(=O)(=O)CCCC(=O)O)n1,-0.5%,11.0
COc1ccc(CC2C(=O)NC(=O)NC2=O)c(OC)c1,11.3%,.
O=C(O)c1cc(-c2ccc(/C=C3\NC(=O)N(c4ccc(Cl)cc4)C3=O)o2)ccc1Cl,27.0%*,.
O=C(C1CCN(S(=O)(=O)c2ccccc2[N+](=O)[O-])CC1)N1CCOCC1,-0.3%,1.6
CC(/C=N/n1c(-c2ccncc2)n[nH]c1=S)=C\c1ccco1,3.7%,12.0
COC(=O)Cc1c(OC)ccn(CCc2c[nH]c3ccccc23)c1=O,-2.0%,-5.4
CN1CCO/C1=C(\C(Cl)=C(Cl)Cl)[N+](=O)[O-],-5.5%,-2.6
Cc1ccc(C)c(NC(=O)CSc2nc3[nH]ncc3c(=O)[nH]2)c1,3.2%,-4.6
COc1ccc(C2NCCc3c2[nH]c2ccccc32)cc1COc1ccc(F)cc1 (stereo not given),-12.2%,.
CC1=CC(=O)C=C(C)C1=NOC(=O)/C=C\c1ccccc1,4.8%,0.4
Cc1ccc(NC(=O)C(Cc2ccccc2)NC(=O)OCc2ccccc2)cc1C (stereo not given),3.8%,.
COc1cc(Br)c(Br)cc1N,-0.7%,.
Cc1csc(NC(=S)Nc2cccc(Cl)c2)n1,-5.4%,9.7
C#CCOC(=O)/C(=C/C=C/c1ccccc1)NC(=O)c1ccccc1,2.2%,4.1
Cc1ccc(N=Nc2c(C)[nH]n(C(N)=S)c2=O)cc1C,0.4%,-12.2
O=S(=O)(Nc1ccc(O)c(Sc2nc3ccccc3s2)c1)c1ccc(Cl)cc1,.,11.8
O=C(Nc1cccc2cccnc12)c1cccnc1,-2.2%,.
O=C(O)c1csc(Cc2ccccc2)n1,7.5%,6.4
CC(=O)Nc1ccc(CC#N)cc1,-0.6%,-7.9
COC(=O)c1sccc1NC(=O)CSc1nnnn1-c1ccccc1F,1.0%,3.7
CC12CC3CC(C)(C1)CC(C(=O)Nc1nn[nH]n1)(C3)C2,-0.2%,6.7
COc1ccc(OC)c(S(=O)(=O)NCCO)c1,-1.9%,-9.8
COc1ccc(NC(=O)c2ocnc2C)cc1OC,3.0%,-4.7

# Molecules listed so far that have a carbonyl joined to an NH by a bond outside any ring (9):
SMILES,M. tuberculosis GlmU,Mtb RmlCD inh
CCOc1cc(C(=O)Nc2nnc(CC)s2)ccc1OCC(=O)N1CCOCC1,-1.7%,2.9
Cc1ccc(C)c(NC(=O)CSc2nc3[nH]ncc3c(=O)[nH]2)c1,3.2%,-4.6
Cc1ccc(NC(=O)C(Cc2ccccc2)NC(=O)OCc2ccccc2)cc1C (stereo not given),3.8%,.
C#CCOC(=O)/C(=C/C=C/c1ccccc1)NC(=O)c1ccccc1,2.2%,4.1
O=C(Nc1cccc2cccnc12)c1cccnc1,-2.2%,.
CC(=O)Nc1ccc(CC#N)cc1,-0.6%,-7.9
COC(=O)c1sccc1NC(=O)CSc1nnnn1-c1ccccc1F,1.0%,3.7
CC12CC3CC(C)(C1)CC(C(=O)Nc1nn[nH]n1)(C3)C2,-0.2%,6.7
COc1ccc(NC(=O)c2ocnc2C)cc1OC,3.0%,-4.7

# Whole records as entered above:
# Listed for `CCOc1cc(C(=O)Nc2nnc(CC)s2)ccc1OCC(=O)N1CCOCC1` = M. tuberculosis GlmU = -1.7%; Mtb RmlCD inh = 2.9
# Listed for `COC(=O)c1sccc1NC(=O)CSc1nnnn1-c1ccccc1F` = M. tuberculosis GlmU = 1.0%; Mtb RmlCD inh = 3.7

# Rewritten with two lines to a compound: two of the compounds above.
# Screens in order: M. tuberculosis GlmU | Mtb RmlCD inh
COc1ccc(CC2C(=O)NC(=O)NC2=O)c(OC)c1
→ 11.3% | .
O=C(O)c1cc(-c2ccc(/C=C3\NC(=O)N(c4ccc(Cl)cc4)C3=O)o2)ccc1Cl
→ 27.0%* | .

# More entries:
SMILES,M. tuberculosis GlmU,Mtb RmlCD inh
CC(=O)Nc1ccc(S(=O)(=O)Nc2ccc(Cl)nn2)cc1,-1.8%,.
CC(C)NC(=O)Nc1cccc(Cl)c1,3.1%,1.0
CCN1CCCC1CN(Cc1cc2ccc(C)cc2[nH]c1=O)C(=S)Nc1cccc(OC)c1 (stereo not given),-9.6%,38.5
COc1ccc(Cc2nc(-c3cccs3)no2)cc1OC,-2.9%,-8.3
CC[N+](CC)(CC)C/C(N)=N/O,0.6%,1.1
CCS(=O)(=O)Nc1ccc(Cc2ccc(NS(=O)(=O)CC)cc2)cc1,3.0%,.
Cc1ccc(C2CC(c3cccs3)=NN2S(=O)(=O)c2ccc(C)cc2)cc1 (stereo not given),-5.0%,-5.4
O=C(CSc1ccc(-c2ccccn2)nn1)c1ccccc1,0.4%,-9.9
CCCCCC(=O)N/N=C/c1ccc([N+](=O)[O-])o1,1.3%,.
O=C(N/N=C1\C(=O)c2cccc3cccc1c23)c1ccc(O)cc1,2.6%,.
COc1cccc(CSc2ccc(S(=O)(=O)N3CCOCC3)cc2C(=O)NCC2CCCO2)c1OC (stereo not given),2.0%,-7.2
CCN(CC)P(=O)(NC(=O)c1cccn1C)N(CC)CC,-3.8%,-1.5
Nc1ccccc1SC1CC(=O)N(c2ccc(Cl)c(Cl)c2)C1=O (stereo not given),3.0%,-8.5
Nc1nnnn1/N=C/c1ccccc1OCc1ccc(Cl)cc1,-7.8%,.
CC(=O)Nc1ccc(NC(=O)CSCc2cnn(-c3ccccc3)c2-n2cccc2)cc1,-0.1%,6.8
CC(C)CC1NC(=O)N(CC(=O)N2CCN(S(=O)(=O)c3ccc(Cl)cc3)CC2)C1=O (stereo not given),-6.4%,-4.1
O=C1NC2=C(CCc3ccccc32)C(c2ccccc2)N1 (stereo not given),-3.0%,.
CN1CCN(c2ccc(NC(=O)COc3ccccc3Cl)cc2)CC1,-3.8%,-9.3
Cc1oc(-c2ccccc2F)nc1CSCC(=O)NCc1ccc2c(c1)OCO2,3.8%,-3.9
O=C(N1CCOCC1)N1CCN(S(=O)(=O)N2CCCCC2)CC1,1.2%,.
C/C=C/c1c(F)c(F)c(Oc2ccc(C(=O)O)cc2)c(F)c1F,-0.2%,.
O=C(O)CCn1c(=O)c2ccccc2c2ccccc2c1=O,2.3%,44.1
CN(C)c1nc(SCC#N)nc(N2CCOCC2)n1,-4.3%,100.2
NC(=O)C1(N2CCCCC2)CCN(Cc2ccccc2Cl)CC1,-0.3%,2.2
CCOP1(=O)C=C(C(C)(C)C)OC1c1ccc(F)cc1 (stereo not given),5.3%,23.1
SMILES,M. tuberculosis GlmU,Mtb RmlCD inh
Cc1ccc(-c2nn(-c3ccccc3)cc2C(=O)O)o1,1.9%,7.4
CCCn1c(=O)c2[nH]cnc2n(-c2ccccc2C)c1=O,1.0%,7.7
Brc1cc2c(cc1C1Nc3ccccc3C3C=CCC31)OCO2 (stereo not given),3.2%,1.7
Cc1cc(C)c(NC(=O)CS(=O)CC(=O)NCCCc2ccccc2)c(C)c1 (stereo not given),-3.1%,11.9
Cn1c(SCC(=O)N2CCc3ccccc3C2)nnc1-c1ccncc1,-5.5%,-10.4
O=C1C=C(NCc2ccc(Cl)cc2Cl)C2(CCCCC2)O1,3.0%,.
Brc1ccccc1-c1csnn1,4.5%,18.2
Cc1ccc(C)c(C(=O)CCC(=O)Nc2cccnc2)c1,0.6%,4.3
Cn1nnc(C(O)CN2CCOCC2)n1 (stereo not given),-4.8%,.
COc1ccc([N+](=O)[O-])cc1N(CC(O)CN1CCCCC1)S(=O)(=O)c1ccccc1 (stereo not given),-0.9%,.
Cc1c(NC(=O)CSc2ncnc3ccccc23)c(=O)n(-c2ccccc2)n1C,0.8%,.
COc1ccc(C(=O)C2CCCN(Cc3cccc4c3OCO4)C2)cc1OC (stereo not given),2.2%,-7.4
N=C1C(c2ccccc2)=C(O)CN1c1cccc(S(=O)(=O)N2CCOCC2)c1,0.8%,-1.2
N#Cc1cccc(-n2nnnc2-c2ccccn2)c1,4.3%,.
CCOC(=O)CNC(=O)Cn1cnc2c(nnn2-c2ccc(C)cc2)c1=O,-0.9%,-4.6
Cn1c(-c2c(N)n(-c3ccccc3)c3nc4ccccc4nc23)nc2ccccc21,-8.3%,-12.0
OCCNc1nc(C2CC2)nc2c1nnn2Cc1ccccc1Cl,6.6%,.
CC(C)Nc1ncnc2c1nnn2Cc1ccccc1,3.9%,-3.2
COc1cc(OC)c(C(=O)NC2CCCCCC2)cc1OC,-0.2%,11.7
Cc1nc(CC(=O)N2CCN(c3cccc(C)c3C)CC2)cs1,6.1%,-4.6
N#Cc1cnn2c(-c3ccccc3)ccnc12,2.9%,11.4
COc1ccc2nc(C)cc(N3CC(C)OC(C)C3)c2c1 (stereo not given),0.3%,-4.2
CC(C)(C)OC(=O)NNC(=O)Nc1ccccc1C(F)(F)F,-1.5%,.
Cc1cccc(C)c1NC(=O)CSCc1cccc(CSCC(=O)Nc2c(C)cccc2C)n1,6.5%,12.3
COc1ccc(CNc2nc3nc(C)cc(C)n3n2)cc1OC,2.7%,18.9
SMILES,M. tuberculosis GlmU,Mtb RmlCD inh
c1ccc(OCc2nnc(-c3ccccc3)o2)cc1,1.8%,-10.7
COc1cc2c(cc1OC)C(=S)NC(C)(C)C2,2.3%,.
C=CCn1c(=S)[nH]c2sccc2c1=O,2.5%,-5.8
Cc1cc(C)n(CCNC(=O)CC2C(=O)NCCN2Cc2ccc(C)o2)n1 (stereo not given),0.5%,.
CCn1nc(C(=O)OCC(=O)c2cc(C)n(Cc3cccs3)c2C)c2ccccc2c1=O,1.8%,.
C=CCNc1sc(C(=O)c2ccc(C)cc2)c(N)c1C#N,-3.2%,-2.1
CCCOc1ccc(-c2nc(OC)c3ccccc3n2)cc1,-3.5%,.
Cn1nc([N+](=O)[O-])nc1Sc1nnnn1-c1cccc(C(=O)O)c1,4.0%,12.5
CC(=O)Nc1nc(-c2ccc(Cl)cc2)nc(C)c1C(C)=O,-1.3%,.
CCCCC(CCCC)=N/N=C/c1c(O)n(CC)c2cc(C3=NNC(=O)CC3)ccc12,-4.4%,-5.2
O=S(=O)(c1cccc2nsnc12)N1CCCC1,4.4%,30.6
Cc1ccnc(NS(=O)(=O)c2ccc(NS(=O)(=O)c3ccccc3)cc2)n1,-1.9%,.
Cc1ccc(CNC(=O)CCC2CCCN(Cc3c(C)nn(C(C)C)c3C)C2)o1 (stereo not given),5.7%,-6.8
CCOC(=O)N1CCN(C(=O)c2ccc(C)c(S(=O)(=O)Nc3cccc(C)c3C)c2)CC1,1.6%,.
COc1ccccc1N(C)S(=O)(=O)c1ccc(C(=O)NC2CCCCCC2)cc1,2.8%,19.3
C=CCOc1c2ccc(C(=O)NCCc3ccc(C)cc3)cc2nn1C,1.4%,9.9
CCOc1ccc(C2Oc3nc(SC)nnc3-c3ccccc3N2C(C)=O)cc1OC (stereo not given),2.9%,-9.0
O=C(COC(=O)COc1ccc(Nc2ccccc2)cc1)NCc1ccco1,4.8%,-6.7
COc1cc2c(cc1OC)CN(C(=O)c1cccc([N+](=O)[O-])c1)CC2,2.9%,-10.8
CCOC(=O)c1cn(-c2ccccc2CO)c2c(F)c(F)c(F)cc2c1=O,0.7%,10.6
Nc1nc(Cl)cc(Oc2ccccc2F)n1,-0.3%,36.6
C=CCNC(=O)C1CCN(S(=O)(=O)c2ccccc2)CC1,0.6%,11.1
CC1CCCCC1NC(=O)C1CCN(S(=O)(=O)N2CCOCC2)CC1 (stereo not given),5.5%,.
Cc1nn(-c2ccccc2)c(C)c1/C=N/n1c(-c2ccccc2Br)n[nH]c1=S,11.0%,-13.6
O=C(c1ccco1)N1CCN(Cc2cccc([N+](=O)[O-])c2)CC1,1.1%,.
SMILES,M. tuberculosis GlmU,Mtb RmlCD inh
Cc1cc(C)cc(NC(=O)C(NCC2CCCO2)c2ccccc2)c1 (stereo not given),3.5%,.
C/C(=N\NC(=O)c1c[nH]c2ccccc12)c1ccco1,-3.9%,-10.3
CC(=O)Nc1ccc(NC(=O)C(C)OC(=O)C2CC3C=CC2C3)cc1 (stereo not given),-0.3%,26.9
CCOC(=O)c1c(C)[nH]c(C)c1C(=O)CSc1nc2ccccc2c(=O)n1-c1ccc(CC)cc1,-2.1%,.
C=CCN(CC=C)S(=O)(=O)c1ncn[nH]1,5.2%,.
NC(=O)CSc1nnc(-c2cccs2)n1-c1ccccc1,2.5%,-1.0
N#Cc1c(NC(=O)CSc2nc(N)cc(=O)[nH]2)sc2c1CCCC2,-4.5%,-7.9
O=c1[nH]c(=S)n(Cc2ccc(F)cc2)c(O)c1/C=N/N1CCCCCC1,0.4%,-3.6
CCOC(=O)C1=C2NC(=O)c3ccccc3N2C(=O)C1,13.7%*,9.5
COC(=O)c1cn(-c2cccc(C)n2)cn1,4.2%,-4.2
Cc1csc(Sc2ccc([N+](=O)[O-])cc2C(=O)OCC(=O)NC(=O)NC(C)(C)C)n1,0.3%,0.3
O=C(NC(=S)NCCC1=CCCCC1)c1ccccc1Br,-6.8%,1.6
COC(=O)C1CSC(C(=O)OC)N1C(=O)CN1CC(C)OC(C)C1 (stereo not given),2.8%,9.9
Cc1c(/C(O)=C2/C(=O)C(=O)N(CCN3CCOCC3)C2c2cccnc2)cnn1-c1ccccc1 (stereo not given),-2.4%,7.1
COC(=O)C(=O)/C=C(\O)c1c(C)cc(C)cc1C,4.5%,17.9
Cc1nc(-c2ccc(Cl)cc2)sc1C1(C)CC(c2cccc(F)c2)=NO1 (stereo not given),6.3%,.
Cc1ccc(C)c(NS(=O)(=O)c2ccc3[nH]c(=O)oc3c2)c1,3.4%,6.7
Cc1ccccc1OCC(=O)Nc1cccc2nsnc12,1.6%,.
CCOC(=O)c1c(C)n(C)c2ccc(OC)c(NC(=O)CN3CCN(Cc4ccccc4)CC3)c12,.,-0.8
Cc1ccc(-c2nnc(N3CCC(C)CC3)c3ccccc23)cc1,3.2%,8.9
COc1ccc(C(=O)COC(=O)c2ccc(OC)c(OC)c2)cc1OC,0.0%,1.4
